# Tb PYK inh = qHTS of Trypanosoma Brucei Inhibitors. pyruvate kinase (Trypanosoma brucei), Q57TT1. 410,000 tested, 0.12% active. TbPYK enzyme, Kinase-Glo Plus ATP luminescence, 45 min. AID 624173, 2012. Potency, µM (doses to about 76.8 µM), for the others: at the top dose activity, negative = inhibition, usual class: inhibitors; active = well fitted inhibition curve with a large enough effect; note: nearly all actives have a fitted effect of over 50% in size
#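 Activity of T. brucei pyruvate kinase was followed by Kinase-Glo Plus luminescence after the enzyme reacted 45 min at room temperature with 130 uM ADP (final) and substrate. Test compounds were added before ADP at multiple concentrations.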
# Active calls of the source: *; [ ] = remark or other dose. % is set by controls: 0 for no effect and ±100 for the full control effect; potency is the fitted concentration of half-maximal effect. An excerpt; rates above refer to the full screens.
SMILES,Tb PYK inh
COc1ccc(-c2nc(C(=O)Nc3ccc(C(C)=O)cc3)nn2-c2cccc(Cl)c2)cc1,4%
O=c1c(-c2cc(F)cc(F)c2)nc2cnc(N3CCOCC3)nc2n1-c1ccccc1,10%
Cc1cccc(-c2nc(CSc3nncn4c3cc3oc(C)cc34)c(C)o2)c1,-17%
CCOc1ccc(C2C(C(=O)Nc3ccccc3)=C(C)Nc3nc(-c4ccccc4Cl)nn32)cc1OC (stereo unspecified),1%
CC1(C(=O)NCc2ccc3c(c2)OCO3)CCN1C(=O)Cc1cccc2ccccc12 (stereo unspecified),-5%
CCCCNC(=O)CSc1nc2ccccc2nc1Cc1ccc(C)cc1,-1%
CC(=O)c1ccc(Nc2nc(C(N)C3CCCCC3)cs2)cc1 (stereo unspecified),-1%
CCC(CO)Nc1ccn2nc(-c3cc(OC)c(OC)c(OC)c3)cc2n1 (stereo unspecified),0%
OC(c1ccccc1)c1nc(/C=C/c2ccc(C(F)(F)F)cc2)cs1 (stereo unspecified),0%
Cc1c(NC(=O)Cc2ccccc2)cccc1-c1nc2cccnc2s1,-6%
Cc1ccc(-c2c(C#N)c(N)n(-c3ccc(Cl)cc3)c(=O)c2C#N)cc1,5%
Cc1ccc(-c2noc(CNC(=O)c3ccc(C)c(Cl)c3)n2)cc1,-4%
O=C1OC(c2ccccc2)(N(Nc2ccccc2)c2ccccc2)c2ccccc21 (stereo unspecified),-13%
Cc1noc(Cn2c(=O)c3ccccc3n(CC(=O)Nc3ccc(Cl)cc3)c2=O)n1,-1%
CCOC(=O)[C@]12CCCC=C1N(Cc1cccc3ccccc13)C(=O)[C@H](CC(=O)NCCCN1CCCC1=O)C2,1%
COc1cccc(C(=O)N(Cc2cccnc2)c2nc3c(OC)ccc(C)c3s2)c1OC,6%[15.4 µM]
O=C(Nc1ccc2oc(-c3ccc(Br)cc3)nc2c1)c1cc2ccccc2o1,2%
COc1ccc(CCNC(=O)c2ccc(Cn3c(=O)c4ccccc4n(Cc4cccc(F)c4)c3=O)cc2)cc1OC,1%
COc1ccc(Cc2c(-c3cccc(Cl)c3)nc3cc(C)c(Br)c(C)n23)c(C)c1,2%
Cc1cc(Br)ccc1NC(=O)C1(S(=O)(=O)c2ccc(Cl)cc2)CC1,-4%
Cc1nccn1CCC(=O)NC1CC(C)(C)Cc2c1cnn2-c1ccccc1 (stereo unspecified),-13%
CCCCN(C)CCNC(=O)c1cc(=O)[nH]c2ccc(S(=O)(=O)N3CCCCCC3)cc12,-10%
COc1cccc(CNC(=O)c2ccc(Cn3c(SCc4ccccc4)nc4cccnc43)cc2)c1,-1%
COc1ccccc1Nc1nc(-c2ccccc2)c(CC(=O)O)s1,-6%
CC1(C)N=C(SCc2ccc(F)cc2)c2ccccc2N1,1%
C[C@@H]1OC(C2CCCCC2)N(C)[C@H]2C[C@H]3c4[nH]c5ccccc5c4CCN3C[C@@H]12 (stereo partly specified),1%
CC(C)(C)C(=O)c1c(N)[nH]c(C(=O)c2ccccc2)c1-c1ccc(Cl)cc1,0%
Cc1ccc(-c2nn(CC(=O)Nc3cccc(C(F)(F)F)c3)c(=O)c3ccccc23)cc1,-2%
CC(CNC(=O)c1ccc2c(c1)nc1n2CCCCC1)c1ccccc1 (stereo unspecified),-1%
Cc1ccc(Nc2nc3ccccc3c3nncn23)c(Cl)c1,3%
COc1cccc(C(=O)CN2CCN(S(=O)(=O)c3ccc(Cl)cc3)CC2)c1,-5%
O=C(CCNS(=O)(=O)c1ccc2c(c1)CCN2C(=O)C1CC1)Nc1ccc(F)cc1F,-1%
COc1ccc(-c2nc3ccccc3o2)cc1NC(=O)c1ccc(-c2ccc(C)c(Cl)c2)o1,1%
CCOc1ccc(C(=O)c2cnc3ccc(Cl)cc3c2S(=O)(=O)c2ccc(C)cc2)cc1,0%
CC(C)C[C@H]1COc2cccc(N(C)CCO)c2S(=O)(=O)N1,-2%
COc1ncnc2c1ncn2CCCNc1ccc(C)c(C)c1,-1%
CC(C)NC(=O)N1CCCC2(CCN(C(=O)Oc3ccccc3)CC2)C1,2%
O=C(O)c1cc([N+](=O)[O-])ccc1-c1ccc([N+](=O)[O-])cc1C(=O)O,-3%
COc1ccc(CNC(=O)CN2C(=O)CSc3ccc(S(=O)(=O)N4CCCC4)cc32)cc1,1%
CCOC(=O)N1CCc2c(sc3c2c(=O)n(-c2ccc(CC)cc2)c(=O)n3CC(=O)Nc2ccc(C)cc2)C1,-2%
COc1ccc(CNC(=O)c2ccc3c(c2)nc2n3CCC(C)C2)c(OC)c1 (stereo unspecified),-2%
COc1ccc(OC)c(CCNC(=O)c2cc3cccc4c3n2CCS4)c1,5%[15.4 µM]
CSc1cccc(NC(=O)c2cnn(-c3ccc(F)cc3)c2-n2cccc2)c1,7%
COc1cccc(OC)c1C(=O)N1CCN(Cc2c[nH]c3ccccc23)CC1,19%
COc1c(C)cc(C(O)c2ncc(-c3ccccc3F)[nH]2)cc1C (stereo unspecified),2%
COc1ccccc1CNC(=O)c1cnc2sc(N3CCCCC3)nn2c1=O,3%
CCn1c(=N)n(CCOc2ccc(Br)cc2)c2ccccc21,-17%
O=C(CCc1cn(Cc2ccc(F)cc2)c2ccccc12)NCCc1ccc(Cl)cc1,-6%
CCCCN(Cc1ccccc1)S(=O)(=O)c1ccc2c(c1)CCN2C(=O)C1CCC1,4%
Cc1cccc(NC(=O)CN2C(=O)COc3ccc(S(=O)(=O)Nc4ccccc4)cc32)c1C,4%
Cc1ccc(F)cc1C(=O)N1CCCCC1c1cc(C(=O)Nc2cccc(C#N)c2)no1 (stereo unspecified),6%
O=C(Cn1cnc2onc(-c3ccc(F)cc3)c2c1=O)Nc1cccc(C(F)(F)F)c1,7%
O=C(CN1CCN(C2CCCCC2)C(=O)C1=O)Nc1ccc(Cl)cc1,-3%
Cc1ccc(C(=O)CSc2ncc3c(n2)-c2ccccc2N(Cc2ccc(Cl)cc2)S3(=O)=O)cc1,5%
Cc1ccc(CSc2oc(-c3cccs3)nc2S(=O)(=O)c2ccc(C)cc2)cc1,-6%
CC(=O)OCC(=O)[C@@]1(O)[C@H](C)C[C@H]2C3C[C@H](F)C4=CC(=O)C=CC4(C)C3[C@@H](O)CC21C (stereo partly specified),-5%
Cc1cccc(NC(=O)C2CCN(S(=O)(=O)c3ccc4c(c3)CCCC(=O)N4)CC2)c1,3%
Cc1ccc(Oc2c(C(F)(F)F)oc3c(CN4CCC(C)CC4)c(O)ccc3c2=O)cc1,1%
CCOC(=O)c1c(S(=O)(=O)N2CCCC(C(=O)Nc3cc(C)ccn3)C2)c(C)n(C)c1C (stereo unspecified),0%
CCCS(=O)(=O)NC(=O)C1(C)CCCN(C(=O)c2cccc(Cl)c2)C1 (stereo unspecified),-4%

# Following part
SMILES,Tb PYK inh
COc1ccc(-c2nc3c(C)cc(Br)cn3c2Cc2cccc(Cl)c2)cc1OC,-3%
CCC(=O)N1CCc2cc(Br)cc(S(=O)(=O)N3CCCC(C(=O)Nc4ccc(OC)c(Cl)c4)C3)c21 (stereo unspecified),-8%
Cc1ccc(-c2nc3c(c(SCC(=O)Nc4ccccc4Cl)n2)Cc2c(CO)cnc(C)c2O3)cc1,0%
CCn1c(=O)c2sccc2n2c(CCCC(=O)N3CCN(c4ccc(F)cc4)CC3)nnc12,1%
O=C(Nc1cccc(Oc2ccccc2)c1)c1ccc(-n2cncn2)c2ccoc12,-3%
COc1ccc(-c2cn3c(C)c(C(=O)Nc4cc(C)cc(C)c4)sc3n2)cc1,-6%
Cc1ccc(-c2nc3ccccc3s2)cc1NC(=O)COc1ccccc1,2%
CCCn1c(=NC(=O)c2cc3ccccc3o2)c(C(=O)OCC)cc2c(=O)n3ccccc3nc21,-1%
CS(=O)(=O)N1CCC2(CCN(Cc3nccs3)CC2)CC1,0%
COC(=O)c1sccc1S(=O)(=O)N1CCN(c2ccc(C)cc2C)CC1,1%
COc1ccc(-n2ncc3c2ncn2nc(COc4ccc(Cl)cc4)nc32)cc1,0%
CC(=O)Nc1ccc(-c2ccnc3c2CC(C(=O)Nc2ccc(Cl)c(C(F)(F)F)c2)O3)cc1 (stereo unspecified),-2%
COc1cc(NC(=O)CCl)ccc(=O)c1,-7%
O=C(Nc1cc2c(cc1C(=O)c1ccccc1Cl)OCCO2)c1ccc(Br)cc1,-6%
COc1c(Cl)cc(Cl)cc1/C=C(\C#N)c1nc2ccccc2[nH]1,-5%
O=C(c1ccco1)N1CCN(c2nc3ccc(Cl)cc3s2)CC1,-3%
O=C(CN1CCCN(Cc2ccccc2F)S1(=O)=O)Nc1ccc(F)c(Cl)c1,6%[15.4 µM]
CCc1cc(=O)oc2cc(C)c3c(-c4ccc(F)cc4)coc3c12,-1%
Cc1ccc(NC(=O)COC(=O)CN2CCSC2=O)cc1F,-1%
COc1ccc(OC)c(NC(=O)C2(C)CCN2C(=O)CC2CC2)c1 (stereo unspecified),3%
COc1ccc(/C=C(/C#N)c2nc(-c3ccc(-c4ccccc4)cc3)cs2)cc1OC,-3%
CCCOC(=O)c1cccc(NC(=O)c2c(-c3ccccc3Cl)noc2C)c1,-1%
Cc1cccc(C)c1NC(=O)CCSCCc1ccccn1,0%
Cc1nnc(C)n1-c1ccc(C(=O)Nc2cccc(Br)c2)cc1,-4%
COC(=O)c1ccc2nc(-c3ccc(OC)c(OC)c3)c(Cc3ccccc3OC)n2c1,-1%
Cc1ccc2c(=O)cc(C(=O)Nc3ccc(S(=O)(=O)N4CCCC(C)C4)cc3)oc2c1C (stereo unspecified),3%
COc1ccc(C2c3c(oc4ccc(F)cc4c3=O)C(=O)N2Cc2ccc3c(c2)OCO3)cc1 (stereo unspecified),-2%
CN(Cc1ccccc1)c1nc2c(S(=O)(=O)c3cccc(Cl)c3)nnn2c2ccsc12,3%
CCOC(=O)c1ccc(NC(=O)CCc2c(C)nc3c(-c4ccc(F)cc4)c(C)nn3c2C)cc1,-6%
Cc1cc(C)c(NC(=O)CSc2cn(CC(=O)N3CCOCC3)c3ccccc23)c(C)c1,4%
CCOC(=O)[C@]12CCC=C1N(CCC1=CCCCC1)C(=O)[C@H](CC(=O)NCc1cccc3ccccc13)C2,2%
CCn1c(C(=O)NCc2ccccc2)cc2sc(Cl)cc21,-15%
Cc1cc(C)n(-c2nc(C)c(C)c(=O)n2CC(=O)Nc2cccc([N+](=O)[O-])c2)n1,1%
CCCN(C(=O)c1cc2c(=O)oc3ccccc3c2s1)c1ccc(CC)cc1,-4%
Cc1ccc(C)c(NC(=O)COC(=O)c2cccc(S(=O)(=O)N3CCCC3)c2)c1,-2%
COc1ccccc1CNc1nc(NCc2ccc3occc3c2)c2sccc2n1,-10%

# 19 of these compounds, set out differently.
mol | Tb PYK inh
COc1ccc(-c2nc(C(=O)Nc3ccc(C(C)=O)cc3)nn2-c2cccc(Cl)c2)cc1 | 4%
O=c1c(-c2cc(F)cc(F)c2)nc2cnc(N3CCOCC3)nc2n1-c1ccccc1 | 10%
Cc1cccc(-c2nc(CSc3nncn4c3cc3oc(C)cc34)c(C)o2)c1 | -17%
CCOc1ccc(C2C(C(=O)Nc3ccccc3)=C(C)Nc3nc(-c4ccccc4Cl)nn32)cc1OC (stereo unspecified) | 1%
CC1(C(=O)NCc2ccc3c(c2)OCO3)CCN1C(=O)Cc1cccc2ccccc12 (stereo unspecified) | -5%
CCCCNC(=O)CSc1nc2ccccc2nc1Cc1ccc(C)cc1 | -1%
CC(=O)c1ccc(Nc2nc(C(N)C3CCCCC3)cs2)cc1 (stereo unspecified) | -1%
CCC(CO)Nc1ccn2nc(-c3cc(OC)c(OC)c(OC)c3)cc2n1 (stereo unspecified) | 0%
OC(c1ccccc1)c1nc(/C=C/c2ccc(C(F)(F)F)cc2)cs1 (stereo unspecified) | 0%
Cc1c(NC(=O)Cc2ccccc2)cccc1-c1nc2cccnc2s1 | -6%
Cc1ccc(-c2c(C#N)c(N)n(-c3ccc(Cl)cc3)c(=O)c2C#N)cc1 | 5%
Cc1ccc(-c2noc(CNC(=O)c3ccc(C)c(Cl)c3)n2)cc1 | -4%
O=C1OC(c2ccccc2)(N(Nc2ccccc2)c2ccccc2)c2ccccc21 (stereo unspecified) | -13%
Cc1noc(Cn2c(=O)c3ccccc3n(CC(=O)Nc3ccc(Cl)cc3)c2=O)n1 | -1%
CCOC(=O)[C@]12CCCC=C1N(Cc1cccc3ccccc13)C(=O)[C@H](CC(=O)NCCCN1CCCC1=O)C2 | 1%
COc1cccc(C(=O)N(Cc2cccnc2)c2nc3c(OC)ccc(C)c3s2)c1OC | 6%[15.4 µM]
O=C(Nc1ccc2oc(-c3ccc(Br)cc3)nc2c1)c1cc2ccccc2o1 | 2%
COc1ccc(CCNC(=O)c2ccc(Cn3c(=O)c4ccccc4n(Cc4cccc(F)c4)c3=O)cc2)cc1OC | 1%
COc1ccc(Cc2c(-c3cccc(Cl)c3)nc3cc(C)c(Br)c(C)n23)c(C)c1 | 2%

# (cont.)
SMILES,Tb PYK inh
CC1CCc2c(sc(NC(=O)CCCOc3ccc(C(C)(C)C)cc3)c2C(N)=O)C1 (stereo unspecified),-2%
O=[N+]([O-])c1ccc(C=NN2CCNC2=S)o1,-6%
Nc1nc(N)nc(-c2cccc([N+](=O)[O-])c2)n1,1%
CC1(C(=O)Nc2ccc3c(c2)OCCO3)CCC(=O)N1C1CC1 (stereo unspecified),0%
COc1ccc([C@H]2CC(=O)C[C@@H](CCn3cc(C)nn3)O2)cc1,-11%
CCOc1ccc(C(=O)Nc2nnc(S(=O)(=O)N(CC)c3ccccc3C)s2)cc1,3%
OCCNc1ncnc2c1ncn2[C@H]1CN(Cc2ccc3c(c2)OCO3)C[C@@H](CO)O1,-4%
Cc1ccccc1CSCCNC(=O)C1CCN(S(=O)(=O)Cc2ccccc2)CC1,11%
CC(=O)Nc1ccc(NC(=O)C(NC(=O)c2ccc(Cl)cc2)C(C)C)cc1 (stereo unspecified),4%
COc1ccccc1CNC(=O)c1ccc2[nH]c(C)c(C)c2c1,-10%
COc1cc(OC)c(Nc2nc3ccccc3c3nncn23)cc1Cl,-13%
CC(C)(C)OC(=O)N1CCC(c2c(C(=O)N3CCN(Cc4ccccc4)CC3)cnn2-c2cccc(Cl)c2)CC1,1%
